Screens from PubChem.
D1 antagonist – human D1 dopamine receptor antagonism | actives 3.2% (n = 360,000) | HEK293 TREx D1 cells, calcium flux, dopamine EC80; stronger effect = lower value | P21728 | AID 504652 | activity change, negative = inhibition, % at 10 µM; in the data active = activity change below about -30%; also: % is scaled to controls: 0 for no effect and ±100 for the full control effect
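Cells carrying a force-coupled, tetracycline-inducible human D1 receptor report calcium flux. Each well gets a 10 s baseline, compound with 180 s monitoring, then an EC80 dopamine stimulus with a second 180 s kinetic read.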
RXFP1 antagonist – RXFP1 (human) relaxin receptor antagonism. HEK293-RXFP1, relaxin-stimulated cAMP HTRF, 30 min; stronger effect = lower value. activity change, negative = inhibition, % at 57.5 µM. actives 0.59% (n = 350,000). AID 1259400;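 active = activity change of -60% or lower, but not beyond a set lower limit; inconclusive = change between -60% and -40%, or beyond the set limit; inactive = change above -40%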; also: % is scaled to controls: 0 for no effect and ±100 for the full control effect
D2 PAM – D2 dopamine receptor (human) potentiation; HEK293 T-REx D2, calcium flux, EC20 dopamine potentiation; potentiation, % at 10 µM; actives 0.34% (n = 340,000); P14416; AID 485347;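 active = potentiation over 3 SD above the plate norm, cut at about 30% in these data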; also: 0% is about no effect
Target sequence (P14416 whole entry, looked up): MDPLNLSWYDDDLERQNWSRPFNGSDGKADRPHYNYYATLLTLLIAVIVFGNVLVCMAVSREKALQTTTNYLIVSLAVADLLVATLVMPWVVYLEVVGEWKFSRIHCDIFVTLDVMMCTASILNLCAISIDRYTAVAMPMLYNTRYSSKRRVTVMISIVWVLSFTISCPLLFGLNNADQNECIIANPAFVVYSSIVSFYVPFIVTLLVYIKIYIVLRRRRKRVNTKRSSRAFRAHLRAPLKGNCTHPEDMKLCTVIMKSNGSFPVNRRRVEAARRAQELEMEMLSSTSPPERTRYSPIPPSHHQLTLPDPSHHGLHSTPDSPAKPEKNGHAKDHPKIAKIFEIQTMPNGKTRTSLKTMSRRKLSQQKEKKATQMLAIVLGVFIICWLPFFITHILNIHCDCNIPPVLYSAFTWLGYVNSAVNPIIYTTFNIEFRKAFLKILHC
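Cells plated with tetracycline inducer and held overnight at 30 C; calcium dye loaded 30–90 min at room temperature; baseline taken, compound added and read 180 s; EC20 dopamine then added and read 180 s.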
D2 antagonist – antagonizes the human D2 dopamine receptor | inhibition, % at 10 µM | HEK293 TREx D2 cells, calcium flux, dopamine EC80 | AID 485344 | actives 2% (n = 340,000); in the data active = inhibition above about 30%; also: 0% is about no effect
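Calcium mobilization kinetics were recorded at 1 s intervals in tetracycline-induced HEK293 T-REx D2 cells, first for 180 s after compound addition and then 180 s after EC80 dopamine.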
D1 potentiator – enhances dopamine response at the human D1 receptor. P21728. HEK293 TREx D1 cells, calcium flux, dopamine EC20 potentiation. potentiation, % at 10 µM. actives 0.036% (n = 360,000); in the data active = potentiation above about 30%; also: 0% is about no effect
D2 agonist – activates the human D2 dopamine receptor; HEK293 T-REx D2 cells, calcium flux agonist mode; activation, % at 2 µM; actives 0.53% (n = 340,000);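 active = activation over 3 SD above normal in the single-dose calcium agonist read, cut at about 30% in these data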; also: 0% is about no effect
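In this primary screen, compounds producing a positive calcium signal within 180 s of addition to tetracycline-induced, force-coupled HEK293 Trex D2 cells are flagged; cells are dye-loaded with a no-wash calcium kit beforehand.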
TRHR PAM – allosteric enhancers of human TRH receptor. TRHR cells, fluo-8 calcium fluorescence, EC20 TRH enhancement. enhancement, % at 2 µM. actives 0.66% (n = 360,000). AID 493056; in the data active = enhancement above about 30%; also: 0% is about no effect
Target sequence (P34981 whole entry, looked up): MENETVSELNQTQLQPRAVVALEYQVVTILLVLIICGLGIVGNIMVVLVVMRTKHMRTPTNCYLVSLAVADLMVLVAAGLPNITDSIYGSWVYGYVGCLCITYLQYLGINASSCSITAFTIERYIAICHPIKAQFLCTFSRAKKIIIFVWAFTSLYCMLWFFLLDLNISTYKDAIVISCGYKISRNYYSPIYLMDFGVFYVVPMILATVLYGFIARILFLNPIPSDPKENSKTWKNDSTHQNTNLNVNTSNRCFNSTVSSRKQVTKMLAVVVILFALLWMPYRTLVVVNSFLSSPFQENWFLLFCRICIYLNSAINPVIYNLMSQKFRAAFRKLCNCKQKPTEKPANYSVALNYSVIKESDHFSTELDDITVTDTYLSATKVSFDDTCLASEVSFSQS
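Enhancer read-out: after compound pinning and an initial kinetic agonist-mode read, an EC20 of TRH (10 nM final) was injected and fluo-8 calcium signal (Ex 480/Em 530) followed at 1 s/cycle for 100 cycles in TRHR-expressing cells.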
D1 agonist – human D1 receptor agonism | AID 504660 | HEK293 T-REx D1 cells, calcium flux, agonist mode | activation, % at 2 µM | actives 1% (n = 360,000); in the data active = activation above about 30%; also: 0% is about no effect
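Agonism was scored from calcium flux recorded over 180 s (1 read/s) after pintool compound addition, following a 10-cycle baseline. Cells were inducible force-coupled HEK293 TREx D1, plated overnight at 30 C and loaded with no-wash calcium dye.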
RXFP1 agonist – RXFP1 (human) receptor agonism | Q9HBX9 | Potency, µM (titrated, usually from 57.5 µM), without a hit: at the highest dose activation, most hits filed as activators | HEK293T-RXFP1 cAMP TR-FRET, 30 min; response scale: percent of porcine relaxin response, buffer zero | AID 2676 | actives 0.3% (n = 370,000); active = well fitted activation curve with a large enough effect; inconclusive = small, poorly fitted or top-dose-only effect; also: potency is read from the fitted curve at half-maximal effect; % is scaled to controls: 0 for no effect and ±100 for the full control effect; nearly all actives have a fitted effect of over 60% in size; many of its hits are not listed in these tables
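cAMP rise read by TR-FRET after 30 min, 37C compound exposure (up to 58 uM) in RXFP1-transfected HEK293 cells with Ro 20174 present. EC50 from Hill-equation fits, with 29 nM porcine relaxin as 100% and buffer as basal.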
Starred values were filed as active, the others as inactive; ? = inconclusive; · = no result given.

Key to letters: A = D1 antagonist; B = RXFP1 antagonist; C = D2 PAM; D = D2 antagonist; E = D1 potentiator; F = D2 agonist; G = TRHR PAM; H = D1 agonist; I = RXFP1 agonist
S=C(Nc1ccccc1Cl)N(CCN1CCCCC1)Cc1ccco1
  A: 3	B: -2	C: -12	D: 11	E: -5	F: -0.2	G: -8	H: 7	I: 1.5%
NNC(=O)Cn1nc(Cc2ccccc2)n(N)c1=O
  A: 0	B: -11	C: 0	D: 6	E: -1	F: 1.3	G: 11	H: 2	I: -1.4%
COC(=O)C1C(=O)C2=C(CC1C)NC(=O)CC2c1ccc(O)c(OC)c1 (stereo not drawn)
  A: 13	B: -3	C: -3	D: -10	E: -6	F: -0.2	G: 0	H: 6	I: 0.1%
Cc1ccc2nc(Nc3nc(C)cc(-c4ccccc4)n3)[nH]c(=O)c2c1
  A: 0	B: -4	C: -1	D: 26	E: 0	F: 1.2	G: 2	H: 1	I: 1.1%
CCOC(=O)c1ccccc1NC(=O)c1ccccc1N(C)S(C)(=O)=O
  A: 0	B: ·	C: 1	D: -8	E: -1	F: 0.1	G: 0	H: 1	I: 2.0%
COc1cc(-c2ccno2)ccc1S(=O)(=O)N1CCN(c2ccccc2)CC1
  A: -9	B: -3	C: 6	D: ·	E: -3	F: ·	G: -7	H: 2	I: 4.2%
CN(C)c1nc(N)nc(CSc2n[nH]c(-c3ccccc3)n2)n1
  A: 3	B: 4	C: 21	D: 2	E: -2	F: 0.4	G: -4	H: 6	I: 1.8%
Cc1csc(=O)n1CCC(=O)OCC(=O)NNC(=O)c1ccc(Cl)cc1
  A: 32	B: -2	C: 22	D: 5	E: -7	F: -0.4	G: 2	H: 1	I: -0.7%
COc1cc(-c2nn3c(-c4ccccc4)nnc3s2)cc(OC)c1OC
  A: -10	B: 6	C: 3	D: 22	E: 3	F: 0.2	G: -6	H: 2	I: 2.4%
CCSC1=N/C(=C\C=C2/Oc3ccccc3N2CC)C(=O)S1
  A: -9	B: -23	C: -2	D: 7	E: 1	F: 7.2	G: 7	H: 26	I: 7.6%
O=C1OC(Nc2ccc3ncccc3c2)c2ccccc21 (stereo not drawn)
  A: -7	B: 10	C: 11	D: -16	E: -1	F: -0.9	G: -4	H: 5	I: 1.9%
COc1cccc(C2=NO[C@@H]3C(=O)N(Cc4ccccc4)C(=O)[C@H]23)c1OC
  A: -10	B: 1	C: 11	D: -9	E: -6	F: -2.2	G: 3	H: 12	I: 0.2%
COc1ccc(Nc2cc(C)nc(-n3nc(C)cc3C)n2)cc1Cl
  A: -34*	B: 5	C: -19	D: ·	E: 0	F: -0.8	G: -4	H: 4	I: 13%
CC(NCc1ccc(OCC(N)=O)cc1)C12CC3CC(CC(C3)C1)C2 (stereo not drawn)
  A: 1	B: -14	C: -6	D: 8	E: -5	F: 1.7	G: 19	H: 12	I: -0.3%
Cc1ccc([N+](=O)[O-])cc1Nc1nc(N2CCOCC2)nc(N2CCOCC2)n1
  A: 0	B: 9	C: 13	D: 2	E: -3	F: 0.7	G: -5	H: 2	I: -1.3%
CCCCN(CCCC)CCCN1CC(=O)N2[C@@H](Cc3c([nH]c4ccccc34)C2(C)C)C1=O
  A: 4	B: -7	C: -6	D: 2	E: -3	F: 0.0	G: 0	H: 6	I: 0.7%
COC(=O)CCC(=O)N1CCCC(C(=O)c2cc(F)ccc2F)C1 (stereo not drawn)
  A: -2	B: 17	C: -2	D: 14	E: -4	F: 0.0	G: 3	H: 2	I: 4.6%
CC(C)c1c(O)nc(SCC(=O)N2CCOCC2)[nH]c1=O
  A: -3	B: 8	C: -1	D: -8	E: -4	F: -0.2	G: 9	H: 1	I: 2.0%
CC(C(=O)Nc1sc2c(c1C#N)CCCCC2)N1C(=O)c2ccccc2C1=O (stereo not drawn)
  A: 31	B: -15	C: 11	D: -15	E: -4	F: -1.6	G: 0	H: 1	I: -0.2%
Cc1ccc(Nc2nnc(-c3ccccc3N)o2)cc1C
  A: 7	B: -34	C: 8	D: -3	E: -1	F: -2.1	G: 4	H: 2	I: -2.5%
CCn1cc(C(=O)OCc2ccccc2)c(=O)c2ccc(C)nc21
  A: -2	B: 6	C: -4	D: -5	E: -7	F: 0.1	G: -2	H: 1	I: 0.9%
COCCN1C(=O)C(=O)/C(=C(/O)c2cccc(OC)c2)C1c1ccncc1 (stereo not drawn)
  A: 0	B: 7	C: 16	D: -25	E: -1	F: 0.5	G: 7	H: 5	I: 0.5%
CSc1nn(CC(=O)Nc2ccccc2F)c(N)c1S(=O)(=O)c1ccccc1
  A: 10	B: ·	C: -8	D: ·	E: -2	F: -0.6	G: -1	H: 2	I: 0.5%
Cc1ccc(OCC(O)CNS(=O)(=O)c2ccccc2C(=O)O)cc1 (stereo not drawn)
  A: 10	B: 2	C: ·	D: ·	E: -1	F: ·	G: 6	H: 0	I: -4.7%
Oc1ccc(Nc2nc3ccccc3nc2Nc2ccc(O)cc2)cc1
  A: -7	B: -16	C: -4	D: 8	E: -3	F: -1.1	G: -7	H: 0	I: -0.6%
CC(C)C(c1nnnn1Cc1ccccc1)N(Cc1ccco1)Cc1cccs1 (stereo not drawn)
  A: 14	B: -3	C: -3	D: 11	E: -5	F: 1.1	G: 7	H: 10	I: 0.3%
Cc1c(C(=O)NCCN(C)C)oc2c1-c1nn(Cc3cccc(Cl)c3)cc1CC2
  A: 2	B: -5	C: -12	D: ·	E: -4	F: -1.2	G: -1	H: 0	I: ?
N/C(=N\OC(=O)CCCOc1ccccc1)c1ccccc1
  A: -14	B: -13	C: -3	D: -26	E: -10	F: -0.5	G: 0	H: 6	I: 3.1%
CC12CCC(C(=O)N(c3cccc(Cl)c3)C1=O)C2(C)C (stereo not drawn)
  A: -5	B: 5	C: 0	D: 11	E: -7	F: 0.2	G: 4	H: 1	I: 0.6%
COCCNC(=O)Cn1nc(-c2ccccc2OC)ccc1=O
  A: -5	B: -5	C: 4	D: 2	E: -4	F: 0.3	G: 3	H: 2	I: 0.2%
O=C(OCC(=O)N1CCC(Cc2ccccc2)CC1)c1ccccc1
  A: -2	B: -13	C: -1	D: 2	E: -7	F: -0.4	G: -6	H: 0	I: -1.5%
CCCCN(CC)C(=O)Cn1c(=O)n(-c2ccc(OCC)cc2)c(=O)c2c3c(sc21)CCCC3
  A: 3	B: -13	C: -1	D: ·	E: 1	F: ·	G: -11	H: -3	I: 3.6%
CCOc1ccc(N/C(N)=N/c2nc(CSc3nnnn3-c3ccccc3)cc(=O)[nH]2)cc1
  A: -2	B: 1	C: 2	D: -21	E: -7	F: 0.2	G: 3	H: 4	I: 2.9%
O=C(NNC(=O)C1CCCO1)c1ccc(F)cc1 (stereo not drawn)
  A: 1	B: -5	C: -4	D: 1	E: -8	F: 1.1	G: 1	H: 1	I: 2.1%
COc1ccc([N+](=O)[O-])cc1NC(=O)C1CCCNC1=O (stereo not drawn)
  A: -3	B: -5	C: 8	D: -6	E: 0	F: -1.8	G: 3	H: 2	I: -0.9%
Cc1ccc(NC(=O)Cc2ccc(Cl)c(Cl)c2)cc1S(=O)(=O)N(C)C
  A: -24	B: 0	C: -15	D: -15	E: -1	F: 0.8	G: -3	H: 15	I: -0.5%
COc1cccc(C(=O)CC(=O)C(=O)Nc2cc(Cl)c(OC)cc2OC)c1
  A: -2	B: -3	C: ·	D: -1	E: -1	F: -0.5	G: 1	H: 1	I: -3.2%
CCc1ccc(CNC(=O)C2CC(=O)N(C3CCCC3)C2)cc1 (stereo not drawn)
  A: -9	B: 4	C: 24	D: 7	E: -4	F: -1.0	G: 3	H: 7	I: -0.7%
CC(C)CCN1CCN(Cc2nc3ccccc3s2)CC1CCO (stereo not drawn)
  A: 8	B: -10	C: -17	D: 12	E: -5	F: 0.0	G: -12	H: 6	I: 2.3%
COc1ccc(C(=O)NCCS(=O)(=O)NCCc2ccccc2)cc1
  A: -2	B: -9	C: 7	D: 13	E: 13	F: -0.4	G: 4	H: 1	I: -1.7%
CC12CCC(C(=O)N(NC(=O)c3ccc(O)cc3)C1=O)C2(C)C (stereo not drawn)
  A: -6	B: 8	C: 16	D: -7	E: -5	F: 1.5	G: -5	H: 4	I: 2.1%
CCOc1ccc(C(=O)N2CCCC(c3nc(-c4cccs4)no3)C2)cc1 (stereo not drawn)
  A: -20	B: -8	C: 10	D: -4	E: -7	F: 0.5	G: 2	H: 2	I: 0.3%
Cc1ccc(C(=O)N2CCCc3ccccc32)c(F)c1F
  A: 6	B: 13	C: 0	D: 2	E: 2	F: 0.6	G: -2	H: 7	I: -1.7%
COC(=O)c1c(NC(=O)c2ccccc2)sc(C(N)=O)c1C
  A: -6	B: -25	C: 3	D: -10	E: -6	F: 0.8	G: -1	H: 1	I: ?
COc1cccc(OC)c1C(=O)NC(=S)Nc1ccc2c(c1)Cc1ccccc1-2
  A: 1	B: -1	C: 2	D: -3	E: -3	F: -0.6	G: 2	H: 8	I: 16%

Shown with two lines to a compound: entries from further up.
Below each SMILES – D1 antagonist	RXFP1 antagonist	D2 PAM	D2 antagonist	D1 potentiator	D2 agonist	TRHR PAM	D1 agonist	RXFP1 agonist
CC(C)CCN1CCN(Cc2nc3ccccc3s2)CC1CCO (stereo not drawn)
    8	-10	-17	12	-5	0.0	-12	6	2.3%
COc1ccc(C(=O)NCCS(=O)(=O)NCCc2ccccc2)cc1
    -2	-9	7	13	13	-0.4	4	1	-1.7%
CC12CCC(C(=O)N(NC(=O)c3ccc(O)cc3)C1=O)C2(C)C (stereo not drawn)
    -6	8	16	-7	-5	1.5	-5	4	2.1%
CCOc1ccc(C(=O)N2CCCC(c3nc(-c4cccs4)no3)C2)cc1 (stereo not drawn)
    -20	-8	10	-4	-7	0.5	2	2	0.3%
Cc1ccc(C(=O)N2CCCc3ccccc32)c(F)c1F
    6	13	0	2	2	0.6	-2	7	-1.7%
COC(=O)c1c(NC(=O)c2ccccc2)sc(C(N)=O)c1C
    -6	-25	3	-10	-6	0.8	-1	1	?
COc1cccc(OC)c1C(=O)NC(=S)Nc1ccc2c(c1)Cc1ccccc1-2
    1	-1	2	-3	-3	-0.6	2	8	16%

(further entries)
Key to letters: A = D1 antagonist; B = RXFP1 antagonist; C = D2 PAM; D = D2 antagonist; E = D1 potentiator; F = D2 agonist; G = TRHR PAM; H = D1 agonist; I = RXFP1 agonist
CC(OC(=O)c1ccncc1)C(=O)Nc1cccc(Cl)c1 (stereo not drawn)
  A: -14	B: 2	C: 8	D: -14	E: -4	F: -0.4	G: 1	H: 4	I: -1.5%
CC[C@H](C)C(C(=O)N1CCN(C(=O)OC(C)(C)C)CC1)n1cc(C(CC(C)C)NC(=O)OC(C)(C)C)nn1 (stereo partly drawn)
  A: 2	B: ·	C: 13	D: -6	E: 0	F: 0.1	G: 6	H: 4	I: -1.4%
CCOc1ccc(-n2c(C)c(C(=O)O)c3cc(OC)ccc32)cc1
  A: -1	B: -7	C: 0	D: -11	E: -4	F: -2.0	G: 13	H: 10	I: 7.7%
CCOC(=O)c1cc(C#N)c(SCC(=O)Nc2ccc(C(C)=O)cc2)[nH]c1=O
  A: -5	B: -7	C: 5	D: 2	E: -3	F: -1.8	G: 13	H: 1	I: 6.8%

The list is partial; rates above refer to the full screens.
